PAX8 reporter: inhibitors of PAX8-driven TPO luciferase reporter, primary screen, RMG-I cells, single concentration. actives 1.2% (n = 360,000). SteadyGlo, 24 h. inhibition, % at 12.6 µM;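 active means mean replicate inhibition at least 60% with every replicate also reaching 60%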;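 further: luciferase light reporting Pax8 driven TPO promoter activity; plate controls were median of neutral control wells for no effect and mitoxantrone controls for full effect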
LGR2 antag: inhibitors of bursicon-induced LGR2 CRE-luciferase signal, primary screen, cell-based, HEK293, CRE-luciferase reporter, bursicon stimulation. Drosophila bursicon receptor LGR2 (rickets). bursicon-stimulated, 4 h. inhibition, % at 9.99 µM. actives 0.35% (n = 380,000). AID 720647, 2013;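 active means drop in luminescence signal, shown as inhibition above about 50% in the replicate tests, limit read from the data, passing the limit was not always enough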;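 further: agonist challenge used bursicon conditioned medium at about half maximal strength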
PGC1a acetyl inh: inhibitors of PGC1a acetylation signal, primary screen, cell-based, U2OS, AlphaScreen, inhibitor mode | AlphaScreen anti-acetyl-lysine; with virally co-expressed GCN5 acetyltransferase | inhibition, % at 15.6 µM | actives 0.17% (n = 350,000) | AID 651687, 2012;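 active means every replicate shows inhibition of at least 40%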;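 further: 0% = neutral control wells and 100% = positive control wells; some results beyond the cut were filed as inactive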
miR-122 sensor: miR-122 Renilla sensor signal increase in Huh7, primary screen, miR-122 inhibitor project, cell-based, single point, plate reader | Huh7 miR-122 Renilla luciferase sensor, 48 h; neutral wells = 0, positive control = 100 | activation (reporter increase), % at 12.5 µM | actives 0.3% (n = 340,000) | AID 602342, 2012;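 active means mean replicate activation score at least 90 and every replicate individually at or above 90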;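 further: higher luciferase means less miR-122 activity so hits act as miR-122 inhibitors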
FN deposit inh: inhibitors of fibronectin matrix deposition, primary screen, AH1F cells, Alexa488-fibronectin fluorescence, plate reader; inhibition, % at 12.6 µM; AH1F fibroblasts, overnight; actives 0.086% (n = 350,000); AID 743247, 2014;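 active means mean inhibition across replicates of 30% or more, regardless of how many single replicates reach that level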;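 further: positive control wells lacked labelled fibronectin entirely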
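Assay system: AH1F fibroblasts / Quantity: 10000 cells per well / Medium: DMEM plus 2% serum, read in PBS / Reagent: labelled fibronectin 24 nM / Dosing: single dose, pinned / Times: 1 h cell attachment, overnight exposure to compound and label / Signal: fluorescence, ex 485 nm, em 525 nm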
CASP6 VEID inh: human caspase-6 inhibitors, primary screen, biochemical, VEID-R110 fluorescence, single point, set 2 | P55212 | purified caspase-6, Z-VEID-R110 cleavage fluorescence | inhibition, % at 12.5 µM | actives 0.53% (n = 350,000);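 active means mean inhibition across replicates at least about 35%, with every replicate also reaching that limit, limit read from the data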;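 further: 0% = median of neutral control wells and 100% = no fluorescence left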
Target sequence (P55212 24-179 limits assumed): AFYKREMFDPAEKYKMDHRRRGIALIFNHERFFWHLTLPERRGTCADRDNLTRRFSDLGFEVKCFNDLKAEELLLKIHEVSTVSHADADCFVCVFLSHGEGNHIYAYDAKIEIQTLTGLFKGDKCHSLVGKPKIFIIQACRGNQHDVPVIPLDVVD
Target sequence (P55212 194-293 limits assumed): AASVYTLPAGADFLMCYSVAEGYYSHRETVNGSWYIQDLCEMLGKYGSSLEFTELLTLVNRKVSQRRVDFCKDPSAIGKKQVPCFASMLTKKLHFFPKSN
Cneo AK release: Cryptococcus neoformans cell lysis inducers, primary screen, AK release luminescence, single concentration | C. neoformans lysis, adenylate kinase release luminescence, 4 h; normalised: neutral wells 0, clomiphene wells 100 | lysis activity, % at 15 µM | actives 0.2% (n = 360,000);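 active means mean lysis activity across replicates of at least 80%, whatever share of replicates individually reach that level; inactive means mean lysis activity below 80%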
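Material: C. neoformans cells; Schedule: 4 h static compound exposure, 37 °C, read 1 h post-reagent; Measured by: adenylate kinase release luminescence; Read-out: signal increase indicating cell lysis; Controls: Clomiphene as positive lysis control.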
EWS-Fli block: EWS/Fli-driven NR0B1 reporter inhibitors, primary screen, A673 cells, NR0B1 luciferase, luminescence, MLPCN library. viability-normalised. inhibition, % at 12.6 µM. actives 0.67% (n = 350,000). AID 651661, 2012;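 active means mean inhibition of at least 50% after viability correction, with every replicate also passing that limit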;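 further: firefly luciferase signal divided by Alamar Blue viability fluorescence both relative to DMSO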
The depositor's hits bear a star; . = no result given; & = joins results of further samples; [ ] = another dose, or the depositor's remark. Compounds were not picked by outcome; any-hit rate near 2.5%.

SMILES	PAX8 reporter	LGR2 antag	PGC1a acetyl inh	miR-122 sensor	FN deposit inh	CASP6 VEID inh	Cneo AK release	EWS-Fli block
Cc1ccc(-c2nn3c(C)nnc3s2)cc1NC(=O)c1ccc(Br)o1	-7	15	0	-5	0	2	2	12
CCOC(=O)c1sc(=S)n2c1[nH]c(=O)c1ccc(C(=O)OC)cc12	-1	.	10	1	-4	.	-1	.
Cc1ccc(-c2csc3ncn(Cc4ccc(C(=O)O)cc4)c(=O)c23)cc1C	5	-12	3	-7	-8	2	-2	4
CCCN1CCN(C(=O)C(C)n2nc(C)c3sc4ccccc4c3c2=O)CC1 (centres undefined)	-11	-7	-10	6	5	-3	-6	.
CCCOc1ccc(Cc2c(O)nc(N)[nH]c2=O)cc1C	10	-6	.	1	1	2	-3	13
CS(=O)(=O)Cc1cccc(C(=O)NN(c2ccccc2)c2ccccc2)c1	3	3	-4	-1	-1	2	2	3
C[C@H](CO)N1C[C@H](C)[C@@H](CN(C)CC2CC2)Oc2c(NC(=O)c3cnccn3)cccc2C1=O	.	5	6	-2[16.7 µM]	.	-3	-3	-1
CNc1ccc(C2(O)C(=O)c3ccccc3C2=O)cc1	-15	.	.	-3	1	-4	-1	1
Cc1ccc(CN(C)C(=O)c2cc(S(=O)(=O)N3CCOCC3)ccc2F)o1	3	-9	-2	-13	0	3	-1	3
CC(=O)c1c(C)c(C)c2n1CCn1c(C)ccc1-2	19	.	.	-3	1	2	3	6

Sorted by molar mass (smallest number first): some entries from above.
SMILES	PAX8 reporter	LGR2 antag	PGC1a acetyl inh	miR-122 sensor	FN deposit inh	CASP6 VEID inh	Cneo AK release	EWS-Fli block
CNc1ccc(C2(O)C(=O)c3ccccc3C2=O)cc1	-15	.	.	-3	1	-4	-1	1
CCCOc1ccc(Cc2c(O)nc(N)[nH]c2=O)cc1C	10	-6	.	1	1	2	-3	13
Cc1ccc(CN(C)C(=O)c2cc(S(=O)(=O)N3CCOCC3)ccc2F)o1	3	-9	-2	-13	0	3	-1	3
CCCN1CCN(C(=O)C(C)n2nc(C)c3sc4ccccc4c3c2=O)CC1 (centres undefined)	-11	-7	-10	6	5	-3	-6	.
Cc1ccc(-c2nn3c(C)nnc3s2)cc1NC(=O)c1ccc(Br)o1	-7	15	0	-5	0	2	2	12

Other records:
SMILES	PAX8 reporter	LGR2 antag	PGC1a acetyl inh	miR-122 sensor	FN deposit inh	CASP6 VEID inh	Cneo AK release	EWS-Fli block
O=C(C[C@@H]1C=C[C@H](NC(=O)CCN2CCCCC2)[C@@H](CO)O1)NCc1ccc(Cl)c(Cl)c1	-9	-15	7	6[16.7 µM]	7	-4	1	-5
O=C(COc1ncnc2scc(-c3ccccc3)c12)NC1CCCc2ccccc21 (centres undefined)	45	5	0	-3	3	4	11	0
COCCOC(=O)C1=C(C)NC(=O)NC1/C=C/c1ccccc1 (centres undefined)	13	10	.	.	.	-1	.	-4
O=S1(=O)N=C(N=Nc2c(O)[nH]c3ccccc23)c2ccccc21	-16	-6	.	.	1	6	.	8
CC1=C(C(=O)N(C(C)C)C(C)C)CC(CC(=O)NCCc2ccccn2)C(=O)N1CCC1=CCCCC1 (centres undefined)	-10	-10	3	-3	-2	1	-2	-5
NC(=O)CCN(Cc1ccccc1)S(=O)(=O)c1ccccc1	-5	0	9	-9	-6	0	.	.
Cc1ccc(S(=O)(=O)Nc2ccc3c(c2)CC(=O)N([C@@H](C)CO)C[C@@H](C)[C@H](CN(C)Cc2ccc4c(c2)OCO4)O3)cc1	13	8	1	-2[16.7 µM]	.	0	1	6
CCOc1ccc(-n2c(SCC(=O)Nc3ccc4c(c3)OCO4)nc3c(c2=O)SCC3)cc1	9	0	1	-6	13	-1	1	20
C[C@H]1CN([C@@H](C)CO)C(=O)Cc2cc(NC(=O)Nc3cccc4ccccc34)ccc2O[C@@H]1CN(C)S(=O)(=O)c1cccs1	37	1	-3	-5[16.7 µM]	.	.	-2	4
C[C@H](CO)N1C[C@H](C)[C@@H](CN(C)CC2CCCCC2)OCCCC[C@H](C)Oc2ccc(NS(=O)(=O)c3ccc(Cl)cc3)cc2C1=O	26	13	0	10[16.7 µM]	.	.	-8	-12
Cn1cc(C(=O)C(=O)N2CCCCC2)c2ccccc21	3	19	9	-4	3	2	-1	2
CCCNC(=O)N1c2ccccc2Sc2ccccc21	8	3	.	.	-8	-1	.	7
Cc1cc(C)cc(OCC(=O)O/N=C(\N)c2ccccn2)c1	.	-11	-16	9	.	.	3	.
CC(C)CNC(=O)c1cccc(NC(=O)c2ccco2)c1	.	9	-9	1	.	-3	3	-7
Cc1noc(C)c1S(=O)(=O)Nc1ccc2c(c1)C(=O)N([C@H](C)CO)C[C@H](C)[C@@H](CN(C)S(=O)(=O)c1cn(C)cn1)OCCCC[C@H](C)O2	-16	-14	-3	1[16.7 µM]	4	1	-1	-3
Cc1cc(C=O)c(C)n1-c1cc(C(F)(F)F)ccc1N1CCOCC1	.	.	-11	-6	12	.	0	.
COCC(=O)Nc1ccc2c(c1)[C@H]1C[C@@H](CC(=O)N(C)C)O[C@H](CO)[C@H]1O2	-7	19	7	-4[16.7 µM]	-9	-4	-3	-2
COc1cccc(C2CCCN2Cc2nc(CC3CC3)no2)c1 (centres undefined)	-14	3	2	0	-15	1	2	-4
C[C@H]1CN([C@@H](C)CO)C(=O)Cc2cc(NC(=O)CCN3CCOCC3)ccc2O[C@H]1CN(C)Cc1ccncc1	-9	11	4	-1[16.7 µM]	.	4	-3	.
COc1ccc(S(=O)(=O)N[C@@H]2CC[C@H](CC(=O)NCc3ccccc3F)O[C@@H]2CO)cc1	-5	-16	-6	.	.	0	3	8
C[C@@H]1CN([C@H](C)CO)C(=O)c2c(c3ccccc3n2C)-c2ccccc2CO[C@@H]1CN(C)CC1CCCCC1	-13	-5	-3	.	-6	2	.	7
Cc1ccc(S(=O)(=O)N2CCN(CC(=O)N3CCCC3)CC2)c(C)c1	18	-2	-5	-4	1	-3	-1	2
COc1ccc(S(=O)(=O)N2CCCCC2)cc1NC(=O)c1ccc(=O)[nH]c1	10	-16	17	.	-3	6	.	3
CCS(=O)(=O)N[C@H]1C=C[C@@H](CC(=O)NC2Cc3ccccc3C2)O[C@@H]1CO	0	1	8	11[16.7 µM]	-2	15	1	-2
Cc1ccc(S(=O)(=O)N(C)C[C@@H]2Oc3c(NC(=O)C4CC4)cccc3C(=O)N([C@@H](C)CO)C[C@@H]2C)cc1	8	-18&9	-3&26	-6[16.7 µM]	-2&0	-1&1	49&2	-2&1
CC(=O)OC(C)C1C2=C(C(=O)CC1(C)O)C(=O)c1c(ccc(-c3ccc4c(c3O)C(=O)C3=C(C4=O)C(C(C)OC(C)=O)C(C)(O)CC3=O)c1O)C2=O (centres undefined)	35	.	.	.	-2	30	.	-2
COc1c(C)cc(C(=O)C2CCCN(C(=O)c3ccc4[nH]ccc4c3)C2)cc1C (centres undefined)	14	11	7	-7	-4	2	0	1
Cc1ccc(F)c(CNC(=O)C2CCC(=O)N(CCCN3CCCC3=O)C2)c1F (centres undefined)	-18	-8	1	1	-4	-4	-1	-7
CC(C)NC(=O)N(C)C[C@H]1Oc2ccc(NS(=O)(=O)c3cccs3)cc2C(=O)N([C@H](C)CO)C[C@@H]1C	-17	-13&-6	-5&4	3[16.7 µM]	15	-1	0	0&0
O=C1C=C(OCCF)CC(c2ccccc2C(F)(F)F)O1 (centres undefined)	-1	-6	.	.	3	-2	.	-6
C[C@@H]1CN([C@@H](C)CO)C(=O)CCCn2nncc2CO[C@H]1CN(C)S(=O)(=O)c1ccccc1	-5&-12	19&5	5&-4&-3	-1	-8&-5	-4&-2&0	0&-1&3	-5&-2&-6
CNC(=O)CC1C(=O)N(c2ccc(F)cc2)C(=S)N1NC(=O)c1ccc(Br)cc1 (centres undefined)	19	16	-3	4	1	.	2	0
COCC#Cc1ccc2c(c1)O[C@@H](CN(C)C(=O)COC)[C@H](C)CN([C@H](C)CO)S2(=O)=O	10	-9	0	-1[16.7 µM]	.	0	-1	-7
COc1ccc(C)cc1N(CC(=O)Nc1ccc2c(c1)OCCO2)S(C)(=O)=O	-20	-5	.	.	-7	-3	.	-6
COc1ccc(NC(=O)N(C)C[C@H]2Oc3ccc(NS(=O)(=O)c4ccccc4)cc3C(=O)N([C@H](C)CO)C[C@H]2C)cc1	.	-17	3	-6[16.7 µM]	.	0	2	-4
CC(C)NC(=O)N(C)C[C@@H]1Oc2cc(C#C[C@H](C)O)ccc2S(=O)(=O)N([C@@H](C)CO)C[C@H]1C	-35	18	16	-4[16.7 µM]	5	2	-4	-9
CC(=O)C1C(c2ccccc2Cl)NC(=O)NC1(O)C(F)(F)F (centres undefined)	-2	-4	4	-1	-4	-1	0	-2
COc1ccc(CN(C)C[C@@H]2OCCCC[C@H](C)Oc3ccc(NC(=O)NC4CCCCC4)cc3C(=O)N([C@H](C)CO)C[C@@H]2C)cc1	.	7	-4	9[16.7 µM]	-2	1	-2	-4
C[C@H](CO)N1C[C@H](C)[C@@H](CN(C)S(=O)(=O)c2ccc(F)cc2)OCCCC[C@H](C)Oc2ccc(NC(=O)Nc3ccc(C(F)(F)F)cc3)cc2C1=O	34	-5	10	3[16.7 µM]	-5	-1	-2	1
NC(=O)C1CCN(C(=O)CSc2ncccn2)CC1	2	0	1	-20	13	-2	0	-4
Cc1nc(N2[C@H](CO)[C@H](c3ccccc3)[C@H]2CNCC2CCCC2)sc1C	.	-7	.	.	-5	1	.	0
O=C(CCCOc1ccccc1)Nc1ccccc1C(F)(F)F	12	11	.	-7	-4	.	.	.
O=C(C[C@H]1C=C[C@@H](NS(=O)(=O)c2cccc(F)c2)[C@H](CO)O1)NCc1ccc2c(c1)OCO2	5	11	-5	.	3	0	-2	-2
CCCn1cc(S(=O)(=O)c2ccccc2)c(=O)c2cc(F)c(N3CCN(C)CC3)cc21	2	2	-5	-2	-2	-1	5	.
O=C(Cn1c(=O)oc2cc(S(=O)(=O)N3CCCCC3)ccc21)N1CCc2ccccc21	12	-19	-3	2	3	2	2	16
CCC(c1nc2ccccc2[nH]1)n1c(-c2ccc3cc[nH]c3c2)nc2ccccc21 (centres undefined)	-19	-46	.	.	-6	-2	.	-91
CCCCC(CCC(=O)Nc1ccc(C(=O)OC)cc1)C(=O)O (centres undefined)	.	-4	-5	3	.	.	-3	.
C/C(=N\NC(=O)c1cccc(S(=O)(=O)Nc2ccccc2Cl)c1)c1ccco1	5	23	.	-6	6	.	.	.
O=C(O)CCNc1nc(-c2ccccc2)c2cc(Br)ccc2n1	-2	-23	.	.	4	2	.	-1
COC(=O)[C@]12C[C@H](CC(=O)N3CCN(C(=O)c4ccco4)CC3)C(=O)N(CCC3=CCCCC3)C1=C[C@H](COCc1ccccc1)O[C@@H]2C	9	1	.	.	12	1	.	6
CC(C)c1ccc(NC(=S)NCCc2c[nH]c3ccccc23)cc1	21	10	13	25	3	-2	-6	16

Screening results from PubChem BioAssay.
